Avidin bead fluor: compound fluoresces at 488/530 nm on avidin beads. AID 1775. fluorescence (KMESF) at 10 µM. compound fluorescence 488/530 nm, flow cytometry; active compounds read high. actives 0.38% (n = 220,000); in the data active means fluorescence above about 47; further: inactives centre near 10
Mcl1 Bid PPI: Mcl-1/Bid interaction inhibition; Q07820; TR-FRET Mcl-1/Bid-Dy647 peptide binding, 1536-well; inhibition, % at 21.7 µM; actives 0.97% (n = 220,000);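 active means compounds that cut the binding signal by more than half at the single screening dose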;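 further: His-tagged Mcl-1 with europium anti-His antibody binding Bid BH3 peptide; 0% = Mcl-1 plus peptide wells and 100% = peptide-only wells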
Target sequence (Q07820 whole entry, looked up): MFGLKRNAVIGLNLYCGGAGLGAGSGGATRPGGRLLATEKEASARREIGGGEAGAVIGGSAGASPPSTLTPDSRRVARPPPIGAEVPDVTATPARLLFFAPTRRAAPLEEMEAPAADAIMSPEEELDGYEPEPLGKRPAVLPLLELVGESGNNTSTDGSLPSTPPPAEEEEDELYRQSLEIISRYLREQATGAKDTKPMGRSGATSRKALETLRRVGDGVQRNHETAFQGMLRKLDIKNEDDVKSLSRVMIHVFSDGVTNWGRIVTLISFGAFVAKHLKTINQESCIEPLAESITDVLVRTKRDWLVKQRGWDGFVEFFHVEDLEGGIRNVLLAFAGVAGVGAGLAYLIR
Pf gametocyte: inhibitors of late stage P. falciparum gametocyte viability. P. falciparum stage V gametocytes, ATP luminescence, 24 h. inhibition, % at 10.9 µM. actives 0.065% (n = 150,000). AID 743093;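 active means inhibition above the mean plus 3 SD of compounds within the control limits, set per campaign, cut at about 38% in these data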;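 further: 0% = DMSO wells and 100% = medium only without gametocytes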
Mcl1-Noxa inh: disrupts binding of human Mcl-1 to Noxa peptide | inhibition, % at 21.7 µM | TR-FRET Mcl-1/Noxa peptide binding, 2 h | actives 1.5% (n = 220,000);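 active means compounds that cut the protein-peptide binding signal by more than 50% relative to plate controls in a single-dose test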;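 further: His-tagged Mcl-1 with rhodamine Noxa BH3 peptide and terbium anti-His antibody; 0% = Mcl-1 plus Noxa peptide wells and 100% = peptide-only wells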
The depositor's hits bear a star. These rows are one share of the data; count on the stated rates, not on these rows.

cpd	compound	Avidin bead fluor	Mcl1 Bid PPI	Pf gametocyte	Mcl1-Noxa inh
1	Nc1c(Cl)ncnc1NCC(O)CO (stereo not drawn)	9	10	0	14
2	O=C(N/N=C/c1cc(Br)cc(Br)c1O)c1cccc(S(=O)(=O)N2CCOCC2)c1	7	-158	13	-96
3	O=C(O)c1cc(-c2ccc(Cl)s2)[nH]n1	10	-11	6	35
4	COc1ccccc1OCC(O)CNCc1ccc2c(c1)OCO2 (stereo not drawn)	7	-3	20	-9
5	Cc1ccc(NC(=O)c2ccc(CSc3ccccn3)cc2)c(O)c1	2	-15	1	8
6	COc1ccc(C(=O)/C=C/c2cc(C(=O)O)cc3c2OCOC3)c(O)c1	7	17	22	40
7	CCN(CC)S(=O)(=O)c1ccc(N=Nc2c(N)[nH]c(=O)[nH]c2=O)cc1	2	-20	-17	23
8	O=C(NC1(O)C(=O)c2ccccc2C1=O)c1c(Cl)cccc1Cl	6	-12	-5	7
9	Nc1ccc(S(=O)(=O)Nc2cnc3ccccc3n2)cc1	3	15	-6	33
10	CN(C)c1ccc(SC#N)cc1	6	-32	6	-5
11	O=C(NCC(c1ccc(F)cc1)N1CCOCC1)c1c(F)cccc1F (stereo not drawn)	10	-14	4	4
12	O=[N+]([O-])c1ccc(O)c(/C=N/NC(=S)Nc2ccc(Cl)cc2Cl)c1	7	-97	32	20
13	CNC(=S)Nc1ccc(Cc2ccncc2)cc1	7	-24	-7	4
14	Cc1csc2c(N3CCN(C(=S)Nc4ccc(C(F)(F)F)cc4)CC3)ncnc12	7	-52	-43	-10
15	COc1ccc(C(=O)N2CCN(S(=O)(=O)c3ccc(C)cc3)CC2)cc1S(=O)(=O)N1CCOCC1	8	-19	-8	4
16	O=C(NCc1ccccc1)NC12CC3CC(CC(C3)C1)C2	6	-20	-11	0
17	Cc1cc(NC(=O)CN2C(=O)c3ccccc3C2=O)no1	7	-25	0	0
18	CC(C)Nc1nc2c(c(=O)n(C)c(=O)n2C)n1C	3	-34	0	5
19	COc1ccc(-n2c(O)c(C=Nc3ccccc3)c3ccccc3c2=O)cc1OC	3	27	15	43
20	CCOC(=O)c1cc(C#N)c(N2CCN(C(=O)c3cccc(C(F)(F)F)c3)CC2)nc1C(F)(F)F	8	-8	11	-1
21	C=CCn1c(-c2cnn(-c3ccccc3)c2N)n[nH]c1=S	8	-53	-15	-20
22	COCCn1cnc2c(c1=O)c1nc3ccccc3nc1n2/N=C/c1ccco1	8	-18	13	-15
23	CCCCCCCCCCCCN1C(=O)CSC1c1cccnc1 (stereo not drawn)	6	9	15	13
24	COC(=O)CSc1ncnc2c(C)csc12	8	-20	-6	7
25	C=CCn1c(-c2sc3nc(C)cc(C)c3c2N)n[nH]c1=S	5	-20	6	15
26	CCN(CC)CCCNC(=O)C1CCN(c2ncnc3c2sc2cccc(F)c23)CC1	8	-8	-19	22
27	COP(=O)(OC)C(Nc1ccc([N+](=O)[O-])cc1)c1ccccc1 (stereo not drawn)	6	-30	17	-27
28	CCOC(=O)c1cn2nc(Oc3ccc(C#N)cc3)ccc2n1	8	4	4	30
29	Cc1ccc2c(c1)nnc1nnc(SCC(=O)O)n12	6	-13	6	-22
30	NNC(=O)CCCCCCCCCCOCCCCO	3	-20	10	-1

Next part:
cpd	compound	Avidin bead fluor	Mcl1 Bid PPI	Pf gametocyte	Mcl1-Noxa inh
31	N/C(=N\NC(=O)Nc1ccc(Cl)cc1)c1ccccn1	3	-42	8	-19
32	CN(C)S(=O)(=O)c1cccc(NC(=S)N/N=C/c2ccc(O)c(O)c2O)c1	3	-99	-16	108*
33	Cc1ccc(C(=O)OCC(=O)Nc2c(Cl)cc(S(N)(=O)=O)cc2Cl)o1	3	-43	-15	37
34	Cc1nnsc1C(=O)NNc1c(Cl)cccc1Cl	6	-4	11	14
35	O=c1cc(CN2CCN(c3cccc(C(F)(F)F)c3)CC2)nc2sccn12	6	-15	-9	11
36	COc1ccc(Nc2nc3ccccc3nc2NS(=O)(=O)c2cccs2)c(OC)c1	7	-30	-12	-1
37	CCn1c(SCC(=O)Nc2ccc(C)cc2)nc(O)cc1=O	5	-52	-1	3
38	C/C(CC(=O)Nc1cccc(C(F)(F)F)c1)=N/NC(=O)C(=O)NCCO	6	-2	10	1
39	CC(C)(C)c1ccc(/C=N/N2CCN(c3ccccn3)CC2)cc1	6	-23	4	-21
40	CC(=O)C1C(c2ccc(F)cc2)c2c(noc2C)CC1(C)O (stereo not drawn)	7	-17	4	-20
41	Clc1nc2c(ccc3ccccc32)[nH]1	8	-3	-22	11
42	C/C(=N/NC(=O)CSc1nc2ccccc2s1)c1ccncc1	6	-9	21	-12
43	O=C(O)Cc1sc(Nc2ccccc2)nc1-c1cccs1	8	-83	-2	19
44	COCCNc1nc(-c2ccccc2)nc2c1oc1ccccc12	8	29	5	24
45	CCCN1CCC(=O)N([C@H](CSc2ccc(C)cc2)c2ccccc2)CC1	10	-45	21	14
46	CCN(CC)S(=O)(=O)c1cc(NC(=O)C2Cc3ccccc3C(=O)O2)ccc1C (stereo not drawn)	9	-28	5	-3
47	COc1c(O)cc2oc(-c3ccc(O)c(O)c3)cc(=O)c2c1O	7	-83	17	41
48	COC(=O)c1ccc(OC)c(OC2CCCC2)c1	3	-6	4	-3
49	CC(C)(C)OC(=O)NCCCCCc1nnc(SCc2ccc(F)cc2)o1	7	-4	15	-5
50	O=C(O)C(Cc1ccccc1)N1C(=O)/C(=C/C=C/c2ccco2)SC1=S (stereo not drawn)	8	98*	1	102*
51	O=C(CCl)Nc1ccc(Sc2ccc(NC(=O)CCl)cc2)cc1	7	-17	-23	-17
52	COc1ccc(/C=N/Nc2nc(-c3cccnc3)nc3ccccc23)c(OC)c1	9	54*	-12	35
53	CN(C)NC(=S)Nc1cccc(C(F)(F)F)c1	3	-20	-9	-3
54	CNC(=O)NC(=O)Cn1cnc2sc(-c3ccccc3)cc2c1=O	7	-9	-16	18
55	CC(C)(C)C(=O)OCc1nc(-c2ccc(Cl)cc2)cs1	5	15	12	22
56	CCN1CCc2nc3ccccc3c(C(=O)Nc3ccc(NC(C)=O)cc3)c2C1	7	-24	19	-1
57	CCOC(=O)C1CCN(C(=O)Nc2ccc(OCc3ccccc3)cc2)CC1	7	-13	-1	6
58	Cn1nc(C(F)(F)F)cc1-c1ccc(/C=C(\C#N)C(=O)c2cccc(C(F)(F)F)c2)s1	5	-11	26	8
59	COc1ccc(-c2cn3ccc(C)cc3n2)cc1	5	-43	21	13
60	CCOC(=O)C1=C(C)NC(=S)N(C(C)=O)C1c1ccc(OC)c(OC)c1 (stereo not drawn)	7	-19	21	16

The listing continues:
cpd	compound	Avidin bead fluor	Mcl1 Bid PPI	Pf gametocyte	Mcl1-Noxa inh
61	CCC(C)NC(=O)CC(C)C (stereo not drawn)	7	-16	6	0
62	NC1=NC(=Nc2ccc(S(N)(=O)=O)cc2)c2ccccc21	5	-5	-6	18
63	CCc1ccc(S(=O)(=O)Nc2ccc(N3CCN(C)CC3)cc2)cc1	2	-50	1	1
64	CCOC(=O)c1cnc(COc2ccc(OC)cc2)[nH]c1=O	4	-16	-7	7
65	CCC(C)C(NC(=O)c1ccccc1NC(=O)c1ccco1)C(=O)NNC(=O)c1ccncc1 (stereo not drawn)	7	-10	10	2
66	O=C(C1CCN(c2ncnc3c2sc2cccc(F)c23)CC1)N1CCCC1	6	16	-20	22
67	C/C(=N\NC(=O)CSc1nc(C)cc(C)n1)c1ccc([N+](=O)[O-])cc1	4	9	18	9
68	COc1ccccc1NC1=Nc2cccc3cccc1c23	8	-34	-3	-4
69	Cc1ccccc1/C=N/N=C1/NC(=O)CCS1	3	-3	1	-7
70	CCNC(=O)Cn1cc(C(F)(F)F)cc(Cl)c1=O	6	-4	5	3
71	O=C(NCCc1ccc([N+](=O)[O-])cc1)c1ccccc1	7	23	20	-4
72	CC(C)CCSc1nnc(N)s1	8	-22	8	5
73	COCCNC(=S)N=Nc1c(O)[nH]c2ccc([N+](=O)[O-])cc12	22	-181	18	-3
74	CCN(CC)c1ccc(/C=N\NC(=O)c2cccc3cc[nH]c23)cc1	7	-33	-4	-27
75	CSc1ccc(Cn2nnc(C(=O)NCCc3ccc(Cl)cc3)c2N)cc1	8	-46	-7	-1
76	Nc1nc(-c2ccccc2)c(-c2ccccc2)o1	6	-21	-19	13
77	Cc1ccc(C(=O)Nc2cccc(-c3nc4ncccc4o3)c2)cc1	4	-7	-15	-24
78	Cc1cc(C)c2c(N)c(C(=O)NN3CC(=O)N(c4ccccc4)CC3=O)sc2n1	6	-19	4	2
79	CCOC(=O)C(C)NC(=O)Cn1ncc2c(=O)oc3ccc(C)cc3c21 (stereo not drawn)	10	4	-24	13
80	CC(=O)c1cccc(NC(=O)C(C)N(C)CC(=O)Nc2ccc(Cl)cc2)c1 (stereo not drawn)	7	0	-26	0
81	CC(=O)c1ccc(N=Nc2ccc(N)cc2)cc1	7	-11	-28	-1
82	Cn1c(=O)c(=O)n(C)c2cc(S(=O)(=O)N3CC(=O)N(CCc4ccccc4)C(=O)C3)ccc21	7	-39	-20	-18
83	C#CCn1c(O)c(N=NC(=O)C(O)c2ccccc2)c2ccccc21 (stereo not drawn)	2	-8	-23	-3
84	CCOC(=O)c1c(NC(=S)N2CCN(C)CC2)sc2c1CCN(C(=O)OCC)C2	7	-17	-19	24
85	O=C(c1cc2c(s1)-c1ccccc1S(=O)(=O)C2)N1CCCC1	7	10	8	1
86	C[C@H](NC(N)=O)C(=O)Nc1ccc2c(c1)OCO2	6	-59	12	7
87	Cc1csc(NC(=O)c2ccco2)c1C(=O)c1ccccc1	8	-4	-8	8
88	Cc1cc(-n2cnc(-c3cn(C)nc3C)n2)no1	6	-13	7	-14
89	COc1ccc([C@@H]2C[C@@H](c3ccccc3)Oc3cc(C)cc(C)c32)cc1	16	-25	13	0
90	O=C(O)c1ccccc1C(=O)Nc1ccc(-n2ccc(C(F)(F)F)n2)cc1	11	8	-10	4

In the list so far, these contain a CF3 group.
cpd	compound	Avidin bead fluor	Mcl1 Bid PPI	Pf gametocyte	Mcl1-Noxa inh
14	Cc1csc2c(N3CCN(C(=S)Nc4ccc(C(F)(F)F)cc4)CC3)ncnc12	7	-52	-43	-10
20	CCOC(=O)c1cc(C#N)c(N2CCN(C(=O)c3cccc(C(F)(F)F)c3)CC2)nc1C(F)(F)F	8	-8	11	-1
35	O=c1cc(CN2CCN(c3cccc(C(F)(F)F)c3)CC2)nc2sccn12	6	-15	-9	11
38	C/C(CC(=O)Nc1cccc(C(F)(F)F)c1)=N/NC(=O)C(=O)NCCO	6	-2	10	1
53	CN(C)NC(=S)Nc1cccc(C(F)(F)F)c1	3	-20	-9	-3
58	Cn1nc(C(F)(F)F)cc1-c1ccc(/C=C(\C#N)C(=O)c2cccc(C(F)(F)F)c2)s1	5	-11	26	8
70	CCNC(=O)Cn1cc(C(F)(F)F)cc(Cl)c1=O	6	-4	5	3
90	O=C(O)c1ccccc1C(=O)Nc1ccc(-n2ccc(C(F)(F)F)n2)cc1	11	8	-10	4

More entries:
cpd	compound	Avidin bead fluor	Mcl1 Bid PPI	Pf gametocyte	Mcl1-Noxa inh
91	CCCOc1ccc2nc(C)c(CCC)c(SC(=N)N)c2c1	6	19	-4	20
92	CCOC(=O)CN(C(=O)c1ccccc1[N+](=O)[O-])C(C)(C)C	7	-7	11	2
93	CCCOC(=O)c1ccc(NC(=O)c2cc(=O)[nH]c3ccccc23)cc1	7	4	23	-9
94	O=C1NCCCC1C(=O)N/N=C/c1ccc(Cl)cc1 (stereo not drawn)	6	-13	21	-10
95	O=C1/C(=C\c2ccc(O)c(O)c2)N=C2CCCCCN12	6	-102	-13	49
96	Cc1cc(C)nc(NC(=NCCc2c[nH]c3ccccc23)NC(=O)C(C)(C)C)n1	4	-31	10	24
97	C/C(=N\NC(=O)c1ccc(NS(=O)(=O)c2cccs2)cc1)c1ccc(O)cc1O	9	-21	5	4
98	COc1cccc(-n2c(SCC(=O)Nc3nc4ccccc4s3)nc3ccccc3c2=O)c1	24	-23	2	-32
99	O=C(O)c1cc2n(n1)C(C(F)(F)F)CC(C1CC1)N2 (stereo not drawn)	6	-61	19	-12
100	CCCC[n+]1ccn(C2=C([O-])c3ccccc3C(=O)/C2=N\S(=O)(=O)c2ccc(Cl)cc2)c1	7	-12	-2	6

Reprinted at random: six records from the list, in no set order.
cpd	compound	Avidin bead fluor	Mcl1 Bid PPI	Pf gametocyte	Mcl1-Noxa inh
94	O=C1NCCCC1C(=O)N/N=C/c1ccc(Cl)cc1 (stereo not drawn)	6	-13	21	-10
99	O=C(O)c1cc2n(n1)C(C(F)(F)F)CC(C1CC1)N2 (stereo not drawn)	6	-61	19	-12
95	O=C1/C(=C\c2ccc(O)c(O)c2)N=C2CCCCCN12	6	-102	-13	49
100	CCCC[n+]1ccn(C2=C([O-])c3ccccc3C(=O)/C2=N\S(=O)(=O)c2ccc(Cl)cc2)c1	7	-12	-2	6
92	CCOC(=O)CN(C(=O)c1ccccc1[N+](=O)[O-])C(C)(C)C	7	-7	11	2
93	CCCOC(=O)c1ccc(NC(=O)c2cc(=O)[nH]c3ccccc23)cc1	7	4	23	-9
